# Assay outcomes from PubChem BioAssay.
# ASK1 primary: ASK1 kinase inhibitors, primary screen, biochemical, AlphaScreen. Mitogen-activated protein kinase kinase kinase 5 (Homo sapiens), Q99683. AlphaScreen MKK6 phosphorylation by ASK1, luminescence. inhibition, % at 7.44 µM. 22,000 tested, 0.99% active; in the data active means inhibition above about 35%;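 further: 0% = median of compound wells and 100% = no enzyme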
# Target sequence (Q99683 whole entry, looked up): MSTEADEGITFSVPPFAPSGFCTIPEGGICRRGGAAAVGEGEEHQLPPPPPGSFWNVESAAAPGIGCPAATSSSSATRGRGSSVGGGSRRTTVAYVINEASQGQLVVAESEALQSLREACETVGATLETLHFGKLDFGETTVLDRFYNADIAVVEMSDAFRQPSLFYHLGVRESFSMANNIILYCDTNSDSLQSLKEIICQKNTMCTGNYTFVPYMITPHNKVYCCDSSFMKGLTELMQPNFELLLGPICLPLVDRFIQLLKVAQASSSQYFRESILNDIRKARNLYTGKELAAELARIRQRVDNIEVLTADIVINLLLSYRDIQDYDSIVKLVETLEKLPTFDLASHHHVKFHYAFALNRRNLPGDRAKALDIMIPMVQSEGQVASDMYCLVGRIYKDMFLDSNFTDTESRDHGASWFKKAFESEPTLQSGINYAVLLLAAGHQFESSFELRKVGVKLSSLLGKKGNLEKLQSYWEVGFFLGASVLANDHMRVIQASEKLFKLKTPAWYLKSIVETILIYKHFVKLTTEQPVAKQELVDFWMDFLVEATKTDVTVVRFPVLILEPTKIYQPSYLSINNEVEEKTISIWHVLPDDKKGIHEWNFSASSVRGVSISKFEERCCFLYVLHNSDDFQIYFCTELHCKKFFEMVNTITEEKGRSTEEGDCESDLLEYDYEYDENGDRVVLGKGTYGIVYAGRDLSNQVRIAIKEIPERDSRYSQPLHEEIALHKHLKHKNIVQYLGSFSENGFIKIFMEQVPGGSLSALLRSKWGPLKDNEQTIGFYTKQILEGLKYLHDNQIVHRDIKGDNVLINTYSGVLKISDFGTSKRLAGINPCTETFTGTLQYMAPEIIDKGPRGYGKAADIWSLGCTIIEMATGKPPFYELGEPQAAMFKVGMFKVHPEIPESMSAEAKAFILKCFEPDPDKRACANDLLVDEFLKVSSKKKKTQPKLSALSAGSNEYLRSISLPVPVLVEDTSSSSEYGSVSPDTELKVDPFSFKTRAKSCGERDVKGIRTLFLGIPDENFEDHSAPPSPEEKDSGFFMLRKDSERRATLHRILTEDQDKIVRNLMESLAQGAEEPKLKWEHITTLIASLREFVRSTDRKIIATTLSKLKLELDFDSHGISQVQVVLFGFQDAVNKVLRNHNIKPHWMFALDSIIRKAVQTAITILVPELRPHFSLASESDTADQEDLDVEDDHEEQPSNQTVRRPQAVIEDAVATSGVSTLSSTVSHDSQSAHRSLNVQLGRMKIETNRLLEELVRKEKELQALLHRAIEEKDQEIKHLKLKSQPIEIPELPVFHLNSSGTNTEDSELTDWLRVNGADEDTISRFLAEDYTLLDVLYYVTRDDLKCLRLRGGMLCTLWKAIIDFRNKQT
# ULK1 inh: ULK1 kinase inhibitors, primary screen, biochemical, AlphaScreen; Serine/threonine-protein kinase ULK1 (Homo sapiens), O75385; AlphaScreen Atg13 phosphorylation by ULK1, luminescence; inhibition, % at 5.96 µM; 30,000 tested, 1.9% active; in the data active means inhibition above about 43%;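 further: 0% = median of compound wells and 100% = no enzyme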
# * hit, by the source's call; . = not tested or not shown; & = joins results of further samples.
# Values run as follows: ASK1 primary	ULK1 inh
COc1ccc(CCNC(=O)c2ccc(-c3csc4ccccc34)s2)cc1
  -1	-5
COc1ccc(CC(=O)Nc2ncc3ccc(-c4cn[nH]c4)cc3c2C)cc1
  13	37
O=C(Nc1ccccc1)c1cccc(Nc2cnccn2)n1
  8	-10
O=C(N[C@@H]1CCN(C(=O)c2ccc3[nH]ncc3c2)C1)c1ccc(Br)cc1
  -17	1
O=C1CCCN1CCCNc1nc(Cl)nc2c1ncn2CCN1CCCC1=O
  -1	5
NC(=O)c1cccc(NC(=O)c2ccccc2-n2cc(NC(=O)C3COc4ccccc4O3)cn2)c1 (centres undefined)
  15	-2
COc1ccc(CCNC(=O)c2cnc(Nc3nccc4ccccc34)s2)cc1
  4	0
Nc1nc(Nc2ccccc2)cc(NC2CCC(O)CC2)n1 (centres undefined)
  2	-1
COc1cccc(CNC(=O)c2cc3ccc(-c4cn[nH]c4)nc3n2CCCO)c1
  -1	-1
Cc1ccc(NC(=O)c2cn(C)c3c(=O)n(Cc4ccccc4)c(=O)[nH]c23)cc1C
  .	8
CC(=O)c1cccc(-c2cc(NC3CCN(Cc4ccccc4)CC3)nc(N)n2)c1
  5	-2
COc1cc(Nc2nc(Nc3cccc(N(C)C)c3)nc3c2ncn3-c2ccsc2)cc(OC)c1OC
  1	5
CC(C)CNC(=O)c1ccc2c(c1)CC(c1nc3ccc(-c4ccnc(N)c4)cc3[nH]1)CO2 (centres undefined)
  6	-9
COc1ccc(-c2nc3ccc(C(=O)NC4CCN(Cc5ccccc5)CC4)cc3s2)cn1
  4	5
Cc1cc(N2CCCC2)nc(N2CCN(C(=O)c3ccc(C)c(C)c3)CC2)n1
  .	-6

# Next part
# Values run as follows: ASK1 primary	ULK1 inh
Cn1c(Nc2cc(C(=O)Nc3ccc4c(c3)OCO4)ccn2)nc2ccccc21
  22	19
COc1cc(Nc2nc(-c3c(C)nn(C)c3C)nc3c2ncn3C(C)C)cc(OC)c1OC
  11	4
COc1nc(NCCO)nc(Nc2ccccn2)n1
  -7	-2
CN(C)c1ccc(-c2cc(NCC3CCCO3)ncn2)cc1 (centres undefined)
  1	6
CCN(CC)C(=O)C1CCCN(c2ncc(C)c(N)n2)C1 (centres undefined)
  1	-12
Cn1c(=O)[nH]c(N2CCCC2)c(Cc2ccc(F)cc2F)c1=O
  .	5
c1ccc2c(CCNc3nccc(Nc4ccncn4)n3)c[nH]c2c1
  13	24
CCN(CC)C(=O)C1CCCN(c2nc(NCc3nc4ccccc4[nH]3)c3ncn(Cc4ccc(C(F)(F)F)cc4)c3n2)C1 (centres undefined)
  7	-8
Cc1nc(-c2ccccn2)cc(N2CCN(C)CC2)n1
  .	-7
Cn1c(Nc2cccc(C(=O)NCc3ccccc3)n2)nc2ccccc21
  -21	-4
Nc1nc(NCc2cccc(C(F)(F)F)c2)cc(N2CCC(N3CCOCC3)CC2)n1
  -23	2
Cc1cc(Nc2ccccc2)nc(Nc2ncccn2)n1
  1	3
O=C(NCc1ccccc1)c1cnc(Nc2ccc(-n3ccnc3)cc2)s1
  -4	2
Cc1nn(C)c(C)c1-c1ccc(C(N)=O)s1
  2	1
O=C(CSc1nnc2n1CCN2c1ccccc1)NCc1ccco1
  .	-3

# Rewritten with the structure last: part of the list above
ASK1 primary | ULK1 inh | Compound
13 | 24 | c1ccc2c(CCNc3nccc(Nc4ccncn4)n3)c[nH]c2c1
7 | -8 | CCN(CC)C(=O)C1CCCN(c2nc(NCc3nc4ccccc4[nH]3)c3ncn(Cc4ccc(C(F)(F)F)cc4)c3n2)C1 (centres undefined)
. | -7 | Cc1nc(-c2ccccn2)cc(N2CCN(C)CC2)n1
-21 | -4 | Cn1c(Nc2cccc(C(=O)NCc3ccccc3)n2)nc2ccccc21
-23 | 2 | Nc1nc(NCc2cccc(C(F)(F)F)c2)cc(N2CCC(N3CCOCC3)CC2)n1
1 | 3 | Cc1cc(Nc2ccccc2)nc(Nc2ncccn2)n1

# Next structures.
# Values run as follows: ASK1 primary	ULK1 inh
FC(F)(F)c1ccc(Nc2nc(Nc3ccccc3)c3ncn(-c4ccsc4)c3n2)cc1
  18	-2
CCCNc1cc(Nc2ccc(-n3ccnc3)cc2)nc(N)n1
  -10	-1
c1ccc(-c2nc(NCCN3CCOCC3)c3[nH]cnc3n2)cc1
  -5	18
CC(=O)Nc1ccc(Nc2nc(-c3ccc(N4CCOCC4)nc3)nc3nc[nH]c23)cc1
  10	-11
c1ccc(OCCNc2cc(Nc3ccc4ncccc4c3)ncn2)cc1
  1	-3
COc1ccc(C2CC(O)(C(C)(C)O)NO2)cc1 (centres undefined)
  .	3
Cc1cnc(NCCN2CCOCC2)nc1Nc1ccccc1
  -1	12
C[C@H](O)C(=O)N1CCN(C(=O)c2cnccc2Nc2ccc(Cl)c(F)c2)CC1
  23	0
COc1cc(Nc2cc(Nc3ccc(-n4ccnc4)cc3)ncn2)cc(OC)c1OC
  -4	-16
CC(C)(C)OC(=O)NC1CCC[C@@H](NC(=O)c2cccc(-n3cc(NC(=O)Cc4ccccc4)cn3)c2)C1 (some centres undefined)
  0	0
O=C(NCCc1ccc(O)cc1)c1cc(N2CCN(Cc3ccc4c(c3)OCO4)CC2)nc2ccccc12
  22	0
O=C(NCCOc1ccccc1)c1ccnc(N2CCC(N3CCOCC3)CC2)c1
  -6	2
CCCNc1ncnc2nc(Nc3ccncn3)[nH]c12
  3	12
CCCCCOc1ccccc1C(=O)NCCC(=O)NN
  .	-5
Cc1ccc(-c2ccc(Nc3ncc4ccc(-c5cnn(C)c5)c(Cl)c4n3)cc2)cn1
  2	44*

# (cont.)
# Values run as follows: ASK1 primary	ULK1 inh
CN1CCN(c2ccc(-c3nc(NCCOc4ccccc4)c4ncn(CCN5CCCC5=O)c4n3)cc2)CC1
  9	20
CC(C)n1cnc2c(NCc3cccnc3)nc(Nc3cccnc3)nc21
  1	18
CCCN1CCC2(CC1)NC(=O)N(CC(=O)NCc1ccco1)C2=O
  .	2
O=C(NCCN1CCOCC1)c1cnc(Nc2ccncn2)s1
  4	16
Nc1nccc(N2CCN(C(=O)Nc3cccc(C(=O)NC4CC4)c3)CC2)n1
  -13	8
COc1cc(C)c(/C=C/C(C)=C/C=C/C(C)=C/C(=O)O)c(C)c1C
  .	10
C[C@]12C=CC(=O)C=C1[C@@H](F)C[C@@H]1[C@@H]2C(O)C[C@@]2(C)[C@H]1CC[C@]2(O)C(=O)CO (some centres undefined)
  .	5
CC(C)n1c(Nc2ncccn2)nc2c(NCCN3CCOCC3)ncnc21
  -9	-4
O=C(Nc1ccc2[nH]ncc2c1)c1ccc(O[C@H]2CCNC2)nc1
  -5	25
O=C(Cc1cc(F)cc(F)c1)N1CCc2nc3ccccn3c(=O)c2C1
  .	11
c1ccc(CNc2nc(Nc3ccccc3)nc3c2ncn3-c2ccsc2)cc1
  13	-38
CC(C)(C)NCC(O)CSc1nc(-c2ccc(C(N)=O)s2)cs1 (centres undefined)
  .	7
Nc1cccc(-c2nc3ccc(C(=O)NCc4cccnc4)cc3s2)c1
  -4	11
COc1ccc2c(c1)CC(C(=O)Nc1ccc(-c3cn[nH]c3)cc1C(=O)N(C)CCN(C)C)CO2 (centres undefined)
  -4	19
Cc1cccc(CSc2nnc3n2CCN3c2ccccc2)c1
  .	-2

# Carrying on:
# Values run as follows: ASK1 primary	ULK1 inh
COc1ccc(-c2cccc(C(=O)Nc3ccc(Oc4ccccc4)cc3)c2)cn1
  -12	-1
COc1ccc(-c2ncc(C(=O)NCc3nc4ccccc4[nH]3)s2)cn1
  -1	2
COc1ccc(CCNC(=O)c2ccc(-c3cccc(C(C)=O)c3)s2)cc1
  -18	-3
CC(C)Oc1ccc(C(=O)NCc2nc(-c3ccncc3)n[nH]2)cc1
  -2	-5
OCCCNc1cc(-c2ccncc2)nc(-c2ccncc2)n1
  .	6
O=C(Nc1cccnc1N1CCC2(CC1)OCCO2)c1ccc(Br)o1
  -14	-1
CCC(=O)c1c(O)cc(O)cc1O
  .	62*
O=C(NCCN1CCOCC1)c1cnc(Nc2ccc3ncccc3c2)s1
  -15	-5
Cc1cnc(NCCCN2CCCC2=O)nc1NC1CCN(Cc2ccccc2)CC1
  -5	7
Fc1cc(-c2nc(Nc3ccc(-n4cnc(-c5ccccn5)n4)cc3)ncc2F)cc(N2CCOCC2)c1
  -7	-9
Cc1nc2n(c(=O)c1CCN1CCC(c3noc4cc(F)ccc34)CC1)CCCC2O (centres undefined)
  .	12
CC(=O)OCC1=C(C(=O)O)N2C(=O)[C@@H](NC(=O)Cc3cccs3)[C@H]2SC1
  .	-14
COCCn1c2c(=O)n(C)c(=O)n(C)c2n2c(-c3ccc(C)cc3)nnc12
  .	-8
COc1cc2[nH]c(C(=O)O)cc2c(OC)c1OC
  .	0
CCNc1nc(Nc2ccccc2)c2[nH]cnc2n1
  19	-2

# Additional structures follow.
# Values run as follows: ASK1 primary	ULK1 inh
c1ccc(CNc2nc(Nc3ccc(N4CCOCC4)cc3)nc3c2ncn3-c2ccsc2)cc1
  22	4
O=C1CN(/N=C/c2ccc(-c3ccc(Cl)c(Cl)c3)o2)C(=O)N1
  .	9
CN1CCC(N(C(=O)C2CCN(c3ccc(C(F)(F)F)cn3)CC2)C2CC2)CC1
  .	-3
CC(C)(Oc1ccc(Cl)cc1)C(=O)OCc1cccnc1
  .	2&-4
CCCOC(=O)/C(C#N)=C/c1cc2c(cc1Br)OCO2
  .	1
O=C(Cc1ccc(Br)cc1)N[C@@H]1CCN(C(=O)c2ccc3[nH]ncc3c2)C1
  0	-3
CCc1cc(=O)n(CC(=O)Nc2ccc(F)cc2F)c(-n2nc(C)cc2C)n1
  .	14
O=c1oc2cc(O)ccc2s1
  .	-1
COc1ccc(CCNc2ccnc(N3CCN(Cc4ccc5c(c4)OCO5)CC3)n2)cc1
  0	-37
Nc1cccc(-c2nc(NCCCN3CCCC3=O)c3ncn(CCN4CCCC4=O)c3n2)c1
  -17	-6
Cc1cc(NCc2nc3ccccc3[nH]2)nc(Nc2nc3ccccc3n2C)n1
  -23	-9
COc1ccc(CCNc2nc(Nc3nccc4ccccc34)nc3c2ncn3C2CCCCC2)cc1
  14	19
COc1ccc(CCNc2nc(-c3ccc(OC)nc3)nc3c2ncn3Cc2ccc(C(F)(F)F)cc2)cc1
  12	-1
CC(C)(C)n1cc(-c2ccc(C(=O)NCCCO)cn2)cn1
  .	7
Cn1cc(C(=O)NCCCN2CCCC2=O)c2[nH]c(=O)n(Cc3ccccc3)c(=O)c21
  .	4

# Next part:
# Values run as follows: ASK1 primary	ULK1 inh
CN1CCN(c2ccc(-c3nc(NCCO)c4ncn(CCN5CCCC5=O)c4n3)cc2)CC1
  -10	35
CCC(=O)[C@@]1(C)[C@H](C)C[C@H]2[C@@H]3CCC4=CC(=O)C=C[C@]4(C)[C@H]3[C@@H](O)C[C@@]21C
  .	0
COc1ccc(CCNc2ccnc(-c3c(C)noc3C)n2)cc1
  -2	-10
Nc1ccc2c(cnn2-c2cccc(C(=O)NCCN3CCOCC3)c2)c1
  -21	3
CC(=O)c1cccc(-c2nc3ncnc(NCCO)c3[nH]2)c1
  -9	-13
Cc1cc(N2CCOCC2)nc(Nc2ccc(NC(=O)COc3ccccc3)cc2)n1
  .	-14
Cc1cnc(N2CCN(Cc3ccc4c(c3)OCO4)CC2)nc1NC1CC1
  3	6
Cc1cc(Nc2ccc(Oc3ccccc3)cc2)nc(Nc2cccnc2)n1
  1	-17
CC(C)N(CCNc1ncnc2c1nc(N1CCN(c3ccccn3)CC1)n2C(C)C)C(C)C
  0	-7
NC(=O)c1cccc(N2CCc3ccccc3C2)n1
  -12	-2
CCCNc1cc(N2CCOCC2)nc(N)n1
  -15	-7
CNC(=O)c1cccc(Nc2ccnc(Nc3ccc(N4CCOCC4)cc3)c2)c1
  2	-2
O=C(Nc1nnc(C2CCCO2)o1)c1ccc(F)cc1 (centres undefined)
  .	9
O=C(NCCN1CCOCC1)c1cccc(-n2ncc3cc(Nc4ccccc4C(F)(F)F)ccc32)c1
  7	-39
c1ccc(Nc2cccc(Oc3ccnc(Nc4ccccc4)c3)c2)cc1
  17	-22

# Following part:
# Values run as follows: ASK1 primary	ULK1 inh
O=C(O)CN1CCN(CC(=O)O)CCN(CC(=O)O)CCN(CC(=O)O)CC1
  .	-4
O=C(NCCOc1ccccc1)c1cnc(-c2csc3ccccc23)s1
  -28	-4
Cc1cc(NCC2CCCO2)nc(Nc2ccc(N3CCOCC3)cc2)n1 (centres undefined)
  -14	1
CN(C)c1cccc(Nc2nc3ncnc(NCc4cccnc4)c3[nH]2)c1
  7	30
Cn1c(Nc2ccc(-n3cc(CC(=O)NCCN4CCOCC4)c4ccccc43)nn2)nc2ccccc21
  13	-12
NC(=O)c1ccc(-c2cccc(C(=O)NCc3ccccc3)n2)cc1
  -9	-9
COc1cccc(CN2CCC(C(=O)N3CCC(C)CC3)CC2)c1O
  .	-3
Nc1ccn([C@@H]2CS[C@H](CO)O2)c(=O)n1
  .	0
CCCc1ccc(C(=O)O)cc1
  .	-10
Nc1cccc(-c2cncc(C(=O)Nc3ccc(Oc4ccccc4)cc3)c2)c1
  -3	-17
CN=C1SC(CC(=O)NC(C)C)C(=O)N1C (centres undefined)
  .	-1
Cn1nccc1Nc1nc(NCCc2ccc(O)cc2)c2ncn(-c3ccsc3)c2n1
  -7	-14
Cc1nc(-c2cncc(-c3ccccc3)c2)cc(N2CCC(O)CC2)n1
  .	-6
CCCNc1cc(Nc2nccc3ccccc23)nc(N)n1
  -16	-16
OCc1ccccc1Nc1ccnc(Nc2ccc(N3CCOCC3)cc2)c1
  -3	6

# Later entries
# Values run as follows: ASK1 primary	ULK1 inh
Cc1cccn2c(=O)c3c(nc12)CCN(C(=O)c1cccc(C(F)(F)F)c1)C3
  .	-1
OCCNc1nc(NCCN2CCOCC2)nc2c1ncn2-c1ccccc1
  -8	5
Cc1ccc(S(=O)(=O)n2ccn(CC(=O)Nc3ccc(Cl)cc3)c2=O)cc1
  .	-7
Cc1noc(C)c1-c1cc(C(=O)NCCCN2CCCC2=O)ccn1
  -1	5
